SNCA viab count – counter-screen for SNCA expression inhibitors: cell viability; actives 0.12% (n = 150,000); AID 1671193; Potency, µM (doses to about 57.1 µM), for the others: at the highest dose activity change, negative = cytotoxicity, most hits filed as cytotoxic; HEK-293-SNCA-luc viability, GF-AFC fluorescence, 24 h;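 also: potency is read from the fitted curve at half-maximal effect; 0% = DMSO-treated cells and -100% = medium-only wells without cells; nearly all actives have a fitted effect of over 30% in size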
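Cytotoxicity counterscreen: after 24 h compound treatment of genome-edited SNCA-luciferase HEK-293 cells, live-cell protease substrate GF-AFC read by fluorescence after 30 min; activity scaled between DMSO (0%) and medium-only (-100%), curves Hill-fitted.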
FLuc inh – inhibitors of firefly (Photinus pyralis) luciferase; P08659; purified P. pyralis luciferase, luminescence, biochemical; Potency, µM (top dose mostly 115 µM), for inactives: top-dose activity change, negative = inhibition, usual class: inhibitors; actives 2.5% (n = 76,000); also: potency is read from the fitted curve at half-maximal effect; nearly all actives have a fitted effect of over 65% in size
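Purified 10nM P. pyralis luciferase with 10uM D-luciferin and 10uM ATP in 50mM Tris acetate pH 7.5, 10mM Mg acetate, 0.01% Tween-20, 0.05% BSA. qHTS titration; luminescence read by CCD imager.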
HEK cytotox – HEK 293 cell cytotoxicity. HEK 293 viability, ATP luminescence (CellTiter-Glo), 48-72 h. Potency, µM (series often up to 115 µM), inactives show at the top dose activity change, negative = cytotoxicity, hits mostly inhibitors. actives 6.6% (n = 94,000). AID 1345083; also: potency is read from the fitted curve at half-maximal effect; nearly all actives have a fitted effect of over 60% in size
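Read-out: CellTiter-Glo ATP luminescence. Cells: HEK 293, 250 cells/well. Exposure: 48 or 72 hr, 37 degree Celsius.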
NIH3T3 tox – NIH 3T3 cell cytotoxicity | NIH 3T3 viability, CellTiter-Glo ATP luminescence, 48-72 h | Potency, µM (doses to about 96.7 µM), without a hit: at the top dose activity change, negative = cytotoxicity, actives largely listed as inhibitors | actives 4.3% (n = 94,000); also: potency is read from the fitted curve at half-maximal effect; nearly all actives have a fitted effect of over 55% in size
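Luminescent ATP readout (CellTiter-Glo, 10 min RT) after 48 or 72 hr compound exposure of NIH 3T3 cells seeded at 400 cells/well in 1536-well format; quantitative HTS.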
IP6K1 inh – IP6K1 kinase inhibition. Q92551. activity change, % (series mostly up to about 58 µM). IP6K1 kinase, ADP-Glo luminescence, 2 h; stronger effect = lower value. actives 0.81% (n = 140,000); in the data active = activity change below about -25%
Target sequence (Q92551 whole entry, looked up): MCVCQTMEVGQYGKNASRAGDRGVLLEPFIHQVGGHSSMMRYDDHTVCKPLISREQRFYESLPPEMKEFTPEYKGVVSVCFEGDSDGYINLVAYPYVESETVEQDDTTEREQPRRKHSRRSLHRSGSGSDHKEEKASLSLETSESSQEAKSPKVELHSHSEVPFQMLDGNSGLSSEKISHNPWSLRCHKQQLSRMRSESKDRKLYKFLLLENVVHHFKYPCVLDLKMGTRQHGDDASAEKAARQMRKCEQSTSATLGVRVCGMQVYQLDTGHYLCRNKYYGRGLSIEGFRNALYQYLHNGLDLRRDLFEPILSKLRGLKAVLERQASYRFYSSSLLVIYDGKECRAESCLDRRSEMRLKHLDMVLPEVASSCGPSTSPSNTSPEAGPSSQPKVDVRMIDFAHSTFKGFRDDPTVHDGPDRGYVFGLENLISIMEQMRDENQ
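ADP-Glo luminescence measures ADP made by human IP6K1 during a 2 h RT reaction with ATP/IP6 (mix at 1.3 mM/130 uM); top library doses 57.5 and 19.1 uM final.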
SNCA expr inh – inhibitors of alpha-synuclein (SNCA) gene expression | actives 0.17% (n = 140,000) | Potency, µM (top dose mostly 57.2 µM), without a hit: top-dose activity change, negative = inhibition, hits mostly inhibitors | HEK-293 SNCA-luciferase knock-in, luminescence, 24 h | AID 1671194;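 also: potency is read from the fitted curve at half-maximal effect; plate controls were DMSO cells for no effect and cell-free wells for full effect; nearly all actives have a fitted effect of over 45% in size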
GPT2 inhibitor – GPT2 alanine aminotransferase inhibition; Q8TD30; Recombinant GPT2, coupled pyruvate oxidase/HRP Amplex Red fluorescence; Potency, µM (doses to about 57.7 µM), for inactives: top-dose activity change, negative = inhibition, most hits filed as inhibitors; actives 0.25% (n = 100,000); AID 1671188; also: potency is read from the fitted curve at half-maximal effect; nearly all actives have a fitted effect of over 60% in size; many of its hits are not listed in these tables
Target sequence (Q8TD30 whole entry, looked up): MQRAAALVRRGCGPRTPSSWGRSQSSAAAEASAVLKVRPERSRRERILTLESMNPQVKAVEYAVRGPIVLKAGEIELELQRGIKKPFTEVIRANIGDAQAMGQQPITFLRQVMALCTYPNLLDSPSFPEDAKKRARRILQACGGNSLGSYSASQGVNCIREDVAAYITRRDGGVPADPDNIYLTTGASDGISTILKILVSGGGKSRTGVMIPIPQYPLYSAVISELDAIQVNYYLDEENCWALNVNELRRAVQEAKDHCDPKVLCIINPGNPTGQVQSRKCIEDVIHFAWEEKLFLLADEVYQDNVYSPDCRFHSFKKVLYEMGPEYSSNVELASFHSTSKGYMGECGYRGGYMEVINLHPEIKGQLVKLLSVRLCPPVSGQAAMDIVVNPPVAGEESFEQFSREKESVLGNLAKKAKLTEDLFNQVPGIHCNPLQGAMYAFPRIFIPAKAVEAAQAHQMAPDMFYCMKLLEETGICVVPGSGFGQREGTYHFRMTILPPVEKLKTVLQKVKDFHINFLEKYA
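GPT2 10ng/uL, a-KG 250uM, L-Ala 2mM, HEPES pH7.5 + 0.0001% Tween; 30 min RT. Then Amplex mix (PO/HRP/ThPP), 30 min RT dark, fluorescence. AOA 50uM used as positive control.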
* hit, by the source's call; i = inactive; u = inconclusive; x = no result given; [ ] = remark or other dose. Unless noted, calls follow the shape of the dose curve; as a rule, active = well fitted curve in the direction sought with a large enough effect; inconclusive = small, poorly fitted or top-dose-only effect, or another doubt; inactive = no such curve, though single readings can be large; an effect the other way counts as inactive or inconclusive. Unless noted, % is scaled to controls: 0 for no effect and ±100 for the full control effect.

SMILES	SNCA viab count	FLuc inh	HEK cytotox	NIH3T3 tox	IP6K1 inh	SNCA expr inh	GPT2 inhibitor
CN1CCCC1c1nc(C2CN(S(=O)(=O)Cc3cccc(F)c3)C2)no1 (configuration not stated)	4.5%[12.5 µM]	-0.9%	-4.3%	5.0%	1.2	u	i
Cc1cnc(C2CC2)n1C1CCCN(Cc2ccccc2)C1 (configuration not stated)	0.9%	-11.5%	u	u	-9.8	-3.2%	-1.3%
COc1ccc(N(CC(=O)NCCc2ccc(Cl)cc2)S(=O)(=O)c2c(C)nn(C)c2C)cc1	3.7%	x	x	x	-13.4	-29.1%	x
CCCC1(CO)CCCN(Cc2cnc(-c3ccccn3)nc2)C1 (configuration not stated)	-18.8%	-11.0%	u	-21.4%	25.1	13.4%	i
Cc1ccc([S+](=O)([O-])N2CCn3c(nn(-c4ccc(F)cc4)c3=O)C2)cc1	-25.2%	9.7%	-22.1%	-2.5%	-13.7	0.3%	i
O=C(CCC[C@@H]1[C@H]2CCCN3CCC[C@@H](CN1C(=O)c1ccccc1)[C@@H]23)NCc1ccccc1	-2.5%	-9.5%	-3.8%	3.7%	-14.6	21.3%	i
COC(=O)c1cc2occc2n1CC(=O)Nc1cccc(SC)c1	-2.9%	x	x	x	1.8	-15.4%	x
CCCc1nnc(C[C@@H]2C[C@@H](C(C)C)[C@H](CN3CCC[C@H]3CO)C=C2C)o1	-9.5%[87.6 µM]	-0.5%[172 µM]	u	50.1µM*	-8.7	-3.5%[87.6 µM]	i
O=C(CCCc1ccccc1)Nc1cccc(-c2nnc3n2CCCC3)c1	4.6%	-2.8%	u	u	-1.1	2.1%	-2.3%
COc1cccc(OC)c1CN1CC(O)CN(C(=O)COc2ccccc2)CC1=O (configuration not stated)	x	x	-8.3%	u	8.5	x	x

The final 2 records of the part before are carried over, then new ones follow.
SMILES	SNCA viab count	FLuc inh	HEK cytotox	NIH3T3 tox	IP6K1 inh	SNCA expr inh	GPT2 inhibitor
O=C(CCCc1ccccc1)Nc1cccc(-c2nnc3n2CCCC3)c1	4.6%	-2.8%	u	u	-1.1	2.1%	-2.3%
COc1cccc(OC)c1CN1CC(O)CN(C(=O)COc2ccccc2)CC1=O (configuration not stated)	x	x	-8.3%	u	8.5	x	x
CCCCNC(=O)Cc1csc2nc(C)c(-c3cc(C)n(-c4cc(F)ccc4C)n3)c(=O)n12	-15.2%	-7.5%	u	-25.8%	4.9	-9.4%	i
N#Cc1cccc(CN2CCc3nc(C(=O)NCC4CC4)oc3CC2)c1	2.1%[87.6 µM]	2.1%[172 µM]	u	u	27.8	11.9%[87.6 µM]	-2.4%[88.5 µM]
COCCOC1CCOC2(CCN(C(=O)c3ccsc3)CC2)C1 (configuration not stated)	-8.6%[12.5 µM]	0.0%	-6.0%	-15.5%	6.1	-17.4%	i
CCOc1ccccc1NC(=O)CN1C(=O)COc2ccc(S(=O)(=O)N3CCOCC3)cc21	-2.8%	x	x	x	11.2	14.5%	x
Cc1ccccc1-c1cnc2[nH]cc(CC(=O)NCc3cccnc3)c2c1	-0.3%[87.6 µM]	9.0%[172 µM]	79.4µM*	u	-6.8	-15.2%[87.6 µM]	-23.1%[88.5 µM]
COCC(=O)NC1CCN(c2ccnc3ccnn23)C1 (configuration not stated)	-0.2%[87.6 µM]	x	i	-6.6%[138 µM]	-5.5	11.4%[87.6 µM]	-2.2%[88.5 µM]
COc1ccc(CN2CCC[C@H]2c2nc(-c3cncnc3N)no2)cc1	1.9%[87.6 µM]	-2.6%[172 µM]	-8.8%[172 µM]	-26.9%[174 µM]	9.0	-3.1%[87.6 µM]	-27.8%[88.5 µM]
O=C(Cn1cccc1-c1nc(-c2ccc(F)cc2)no1)Nc1ccccc1	-4.8%	6.5%	8.1%	i	4.2	0.6%	i
CCN(CC)CC(C)NC (configuration not stated)	-2.4%[183 µM]	x	i	i	-14.3	13.7%[183 µM]	-12.9%[192 µM]
COc1cc(OC)cc(-c2nc3nc(C)c(CCC(=O)Nc4cc(F)ccc4F)c(C)n3n2)c1	6.2%	x	x	x	21.0	37.4%[activator]	x
O=C(c1ccc(F)c(F)c1)N1CCCC(n2cc(-c3nc(C4CC4)no3)nn2)C1 (configuration not stated)	-4.0%	9.4%	u	u	0.0	-13.9%	i
COC(C)(C)C(=O)N1CCN(c2nc(-c3ccccc3)nc3c2CCC3)CC1	-10.4%	13.0%	79.4µM*	-15.6%	0.8	13.9%	-24.8%
Cc1ccc(CSCCC(=O)N2CCN(c3cc(C)ccc3C)CC2)cc1	8.6%	x	x	x	54.1	u	x
CCOC(=O)[C@H]1C[C@]2(CCCCN(CCOC)C2=O)N(C(=O)Cc2cccs2)[C@H]1c1ccco1	x	x	79.4µM*	u	-6.1	x	x
COc1cccc(C(=O)NCC2Cn3cccc3C(=O)N2C)c1 (configuration not stated)	u	9.8%	-0.3%	1.0%	9.4	u	0.7%
CN1CC2(CCCN(Cc3cc(F)ccc3-n3cccn3)C2)OC1=O (configuration not stated)	2.3%	15.6%	-1.2%	2.0%	-0.6	17.0%	i
O=C(NC1CCN(c2cn[nH]c(=O)c2)CC1)C1CCCCC1	-4.0%	2.8%	-14.3%	-8.7%	0.0	-4.6%	3.6%
O=C(CCC1CCCCC1)NC1CCN(c2cn[nH]c(=O)c2)CC1	-5.0%	0.5%	i	-3.4%	0.8	-6.6%	-11.0%
O=C(c1ccc2nccn2c1)N1CCCCC1	14.9%[87.6 µM]	-3.9%[172 µM]	1.0%[172 µM]	3.5%[138 µM]	-8.9	14.9%[87.6 µM]	4.5%[88.5 µM]
Cc1ccc(C)c(S(=O)(=O)n2nc(C)c(S(=O)(=O)N3CCC(C)CC3)c2C)c1	13.2%	x	x	x	-13.1	4.2%	x
CCc1ccc(NC(=O)C2CCN(c3cc(C(F)(F)F)ncn3)CC2)cc1	-0.4%	-1.7%	u	u	-13.9	-10.0%	i
COCCCNC(=O)CCc1ccc2c(c1)CN(S(C)(=O)=O)CCO2	9.7%[12.5 µM]	-0.6%	-5.1%	i	-5.4	19.4%	4.6%
Cc1cnc(C)c(-c2cc(O)c3c(c2)CN(CCCn2cnnn2)CCO3)n1	3.6%	1.4%	0.7%	-17.2%	-5.7	5.3%	i
COc1ccc(S(=O)(=O)N2CC[C@H]3NC(=O)N(c4ccc(C(C)C)cc4)C(=O)[C@H]32)cc1	-4.5%[87.6 µM]	-6.7%[172 µM]	1.5%[172 µM]	1.0%[174 µM]	-4.1	8.7%[87.6 µM]	i
CCOC(=O)[C@H]1C[C@]2(CCCCN(CCOC)C2=O)N(C(=O)Cc2ccc(F)cc2)[C@H]1c1ccco1	x	x	u	u	7.3	x	x
CC1(c2noc(-c3cccnc3)n2)CCN(C(=O)CCC(=O)N2CC(=O)Nc3ccccc32)CC1	-1.4%	3.6%	u	i	-0.8	-6.1%	i
O=C(NCc1ccccc1Cl)c1ccc2oc(-c3cccnc3)nc2c1	13.0%	x	u	u	-2.2	17.8%	-7.4%
CC(NC(=O)c1cccc(NC(=O)c2nsc3ccccc23)c1)c1ccccc1 (configuration not stated)	-0.2%	x	x	x	10.4	-26.2%	x
CCC(C)NC(=O)C(NC(=O)c1ccccc1C)C1CCN(C(=O)c2ccc(Cl)cc2)CC1 (configuration not stated)	-13.1%	2.8%	-11.6%	-16.4%	-5.3	10.7%	i
COCCCN1C(=O)c2[nH]nc(-c3ccccc3O)c2C1c1ccc(OC)cc1 (configuration not stated)	-13.9%	x	x	x	4.5	14.5%	x
Cn1c(CNC(=O)CSc2n[nH]c(-c3ccccc3)n2)nc2ccccc21	-24.0%	x	x	x	-5.3	54.5%[activator]	x
CC(=O)N1c2ccccc2C(=O)C1N1CCN(c2cccc(Cl)c2)CC1 (configuration not stated)	-9.8%	x	x	x	-14.6	u	x
O=C(NCc1cccc(Cl)c1)c1ccc(N2CC3CC(C2)[C@H]2CCCC(=O)N2C3)nc1 (some centres not stated)	9.5%	0.0%	u	u	7.8	33.6%[activator]	-5.7%
O=C(C[C@@H]1CCNC[C@@H]1Cc1cc(CC2CCCCC2)on1)NCc1cccnc1	-2.8%[87.6 µM]	2.0%[172 µM]	1.5%[172 µM]	u	5.4	18.9%[87.6 µM]	4.4%[88.5 µM]
CC1=C2CC(=O)C(C)CC/C=C(\C)CC2OC1=O (configuration not stated)	5.3%	x	x	x	-10.3	x	-23.0%
CNC(=O)[C@@H]1C[C@@H](n2cc(CN(C)C(=O)Nc3ccc(F)cc3)nn2)CN1	-19.9%	2.6%	i	1.5%	23.6	16.1%	-6.1%
O=C(CN1CCCC1=O)N1CCC(N2CC(OCC3CC3)C23CCCCC3)CC1 (configuration not stated)	3.8%	4.5%	-12.4%	-20.4%	28.3	31.7%	-8.7%
Cc1ccccc1CNC(=O)c1ccc(CN2CC(=O)N3CCCCC3C2=O)cc1 (configuration not stated)	15.2%	x	x	x	3.4	21.3%	x
COc1cc(SC)ccc1C(=O)N[C@H]1CCN2C(=O)N(c3ccc(Cl)cc3)C(=O)[C@@H]2C1	6.4%	-9.8%	-30.8%	-34.2%	6.6	-18.0%	i
COc1ccc2[nH]c(C[C@@H]3C[C@@H](C(C)C)[C@H](CNC(=O)C4CCC4)C=C3C)nc2n1	u	-6.2%[172 µM]	44.7µM*	63.1µM*	10.5	-20.9%[87.6 µM]	-38.2%[88.5 µM]
Cc1ccc2c(=O)c(C(=O)c3ccccc3)cn(CC(=O)Nc3ccc(C)c(Cl)c3)c2n1	3.4%	x	x	x	-8.9	1.1%	x
Cc1cc(C(=O)N2C[C@@H](Oc3ccccc3)C[C@@H]2C(=O)N2CCOCC2)nn1C	-11.1%	-0.3%	i	i	9.5	-13.6%	-11.8%
CCn1ccnc1C1CCN(C(=O)c2cccc(N3CCNC3=O)c2)CC1	-5.4%	-5.5%	-18.8%	-3.9%	24.7	1.4%	0.9%
COc1ccc(-c2cc3c(nc2OC)nc(CC2CC2)n3C)cc1	-10.7%[87.6 µM]	u	u	u	7.6	82.2%[activator][87.6 µM]	-11.9%[88.5 µM]
COC(=O)c1ccc(NC(=O)Cc2coc3cc(C)ccc23)cc1	10.1%	x	x	x	2.8	62.8%[activator]	x
COc1ccc(CCC(=O)N2CCC([C@@H]3CNC[C@H]3CO)CC2)cc1	2.7%[12.5 µM]	-8.1%	-28.5%	-6.8%	-5.0	u	0.6%
CC(C)N1C[C@H](O)C[C@H]1c1nnc2n1CCN(C(=O)c1ccsc1)CC2	7.1%	-6.5%	-25.6%	-21.1%	-4.9	15.8%	i
O=S(=O)(c1ccc(Cl)cc1)c1nnn2c1nc(N1CCCCC1)c1ccccc12	-5.7%	x	i	-26.4%	0.4	2.8%	-19.2%
